RGS4-Gao reg: modulators of RGS4 binding to Galphao, primary screen, biochemical, multiplexed bead flow cytometry | actives lie on both sides | AID 1415, 2008 | hit rate 0.33% among 220,000 | Guanine nucleotide-binding protein G(o) subunit alpha (Homo sapiens), P09471 | binding response (% of control), % at 10 µM; in the data active means binding response below about 49% or above about 150%; inactive means in between;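 further: fluorescent Galphao activated with aluminum fluoride binding bead-coupled RGS4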
Target sequence (P09471 whole entry, looked up): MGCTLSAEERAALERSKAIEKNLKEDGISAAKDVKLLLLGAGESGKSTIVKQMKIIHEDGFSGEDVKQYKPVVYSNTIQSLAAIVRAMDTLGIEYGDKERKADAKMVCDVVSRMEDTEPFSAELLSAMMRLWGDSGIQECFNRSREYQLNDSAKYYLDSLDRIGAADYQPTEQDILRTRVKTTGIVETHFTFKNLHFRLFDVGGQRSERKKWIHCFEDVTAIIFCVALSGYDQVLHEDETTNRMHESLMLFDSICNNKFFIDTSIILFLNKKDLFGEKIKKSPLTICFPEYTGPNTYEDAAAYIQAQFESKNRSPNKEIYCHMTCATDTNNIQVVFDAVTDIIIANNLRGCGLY
RGS8-Gao: RGS8-Galphao binding modulators, primary screen, biochemical, multiplexed bead flow cytometry | Guanine nucleotide-binding protein G(o) subunit alpha (Homo sapiens), P09471 | actives lie on both sides | response (percent of control binding), % at 10 µM | hit rate 0.34% among 220,000; in the data active means response below about 60% or above about 140%; inactive means in between;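 further: Galphao activated as the GDP aluminium fluoride complex binding bead-coupled RGS8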
ABCB1 inh: ABCB1 efflux pump inhibitors, primary screen, cell-based, multiplex, flow cytometry, ABCG2 counter-screen | hit rate 0.067% among 190,000 | AID 1326, 2008 | CCRF-Adr cells, JC-1 efflux | inhibition, % at 6.6 µM | ATP-dependent translocase ABCB1 (Homo sapiens), P08183; in the data active means inhibition above about 40%;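 further: 0% = vehicle and 100% = reference inhibitor; higher value means more JC-1 retained so stronger ABCB1 efflux block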
GSH fluor: compound fluorescence on glutathione beads, profiling panel, artefact control, biophysical, 488/530 nm, flow cytometry. hit rate 0.25% among 190,000. fluorescence (KMESF) at 10 µM. GSH beads flow cytometry, compound fluorescence 488/530 nm; active compounds read high. AID 1776, 2009; in the data active means fluorescence above about 89;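 further: glutathione beads carrying GST-tagged Bcl family fusion proteins plus one bare bead set; values are compound well signal with DMSO vehicle wells as background; inactives centre near 16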
Bim-Bcl-B: inhibitors of Bim-Bcl-B binding, primary screen, biochemical, multiplexed, human Bcl-2 family; hit rate 0.073% among 190,000; inhibition, % at 10 µM; bead-based flow cytometry, Bim peptide-Bcl-B binding; Bcl-2-like protein 10 (Homo sapiens), Q9HD36;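 further: 0% = tracer peptide without compound and 100% = reference inhibitor peptide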
Target sequence (Q9HD36 whole entry, looked up): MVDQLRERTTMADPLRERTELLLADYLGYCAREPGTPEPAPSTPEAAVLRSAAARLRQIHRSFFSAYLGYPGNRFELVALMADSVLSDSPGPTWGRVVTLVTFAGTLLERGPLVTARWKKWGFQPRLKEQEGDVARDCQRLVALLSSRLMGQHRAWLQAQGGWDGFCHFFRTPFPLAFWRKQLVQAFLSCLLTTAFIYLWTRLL
ABCG2 block: ABCG2 efflux pump inhibitors, primary screen, multiplex with ABCB1, IgMXP3 cells, flow cytometry; Broad substrate specificity ATP-binding cassette transporter ABCG2 (Homo sapiens), Q9UNQ0; JC-1 efflux; inhibition, % at 6.6 µM; hit rate 0.1% among 190,000; AID 1325, 2008;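 active means inhibition above 80%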;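 further: 0% = DMSO and 100% = nicardipine control wells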
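Test system: IgMXP3 cells (ABCG2) mixed with DDAO far-red-labelled CCRF-Adr cells (ABCB1). Reagent: JC-1 transporter substrate. Compound dosing: single test compound dose, 6.6 µM final. Times: 10 min compound exposure, 25 °C. Detection: flow cytometry of retained JC-1 fluorescence. Read-out basis: efflux inhibition in percent versus controls. Controls: nicardipine and DMSO wells.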
Bim-Bfl-1: inhibitors of Bim binding to Bfl-1, primary screen, biochemical, multiplexed, bead-based flow cytometry; inhibition, % at 10 µM; Bcl-2-related protein A1 (Homo sapiens), Q16548; hit rate 0.12% among 190,000; Bim-Bfl-1 binding inhibition; AID 1008, 2008;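 further: 0% = wells without compound plus tracer and 100% = blocker peptide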
Bcl-XL Bim block: inhibitors of Bim-Bcl-XL binding, primary screen, biochemical, multiplexed, bead flow cytometry, human Bcl-XL. inhibition, % at 10 µM. AID 1007, 2008. Bcl-2-like protein 1 (Homo sapiens), Q07817. hit rate 0.04% among 190,000. Bim peptide-Bcl-XL binding, fluorescence
Target sequence (Q07817 whole entry, looked up): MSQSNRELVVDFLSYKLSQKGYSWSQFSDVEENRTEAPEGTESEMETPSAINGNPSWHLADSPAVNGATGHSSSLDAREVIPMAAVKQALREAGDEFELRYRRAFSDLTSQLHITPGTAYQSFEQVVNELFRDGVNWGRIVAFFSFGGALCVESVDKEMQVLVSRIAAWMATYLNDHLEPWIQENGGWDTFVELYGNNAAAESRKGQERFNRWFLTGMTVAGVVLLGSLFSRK
Bim-Bcl-2: inhibitors of Bim-Bcl-2 binding, primary screen, biochemical, multiplexed, human Bcl-2 family; AID 950, 2007; hit rate 0.06% among 190,000; Bead-based flow cytometry, Bim peptide-Bcl-2 binding; inhibition, % at 10 µM; in the data active means inhibition above about 40%; inconclusive means no clear call, values can overlap the other calls;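 further: 0% = no compound wells with probe peptide and 100% = reference peptide inhibitor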
Bim-Bcl-W: inhibitors of Bim binding to Bcl-W, primary screen, biochemical, multiplexed, bead-based flow cytometry; hit rate 0.02% among 190,000; Bcl-2-like protein 2 (Homo sapiens), Q92843; inhibition, % at 10 µM; Bim peptide-Bcl-W binding;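 further: 0% = bound tracer without compound and 100% = peptide blocker; higher means less fluorescent Bim peptide bound to Bcl-W beads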
RGS7-Gao: RGS7-Galphao binding modulators, primary screen, biochemical, multiplexed bead flow cytometry. actives lie on both sides. Guanine nucleotide-binding protein G(o) subunit alpha (Homo sapiens), P09471. hit rate 0.35% among 220,000. binding response (% of control), % at 10 µM; in the data active means binding response below about 49% or above about 150%; inconclusive means no clear call, values can overlap the other calls; inactive means in between;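 further: fluorescent Galphao held in activated GDP-AlF4 state binding bead-coupled RGS7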
Active calls of the source: *; ? = inconclusive; [ ] = dose if it differs, or a comment. Unless noted, no stated cut-off is given here; in the data, active means inhibition above about 40%. Random draw from the library (roughly 1.1% active in at least one column).

no.	canonical_smiles	Bim-Bcl-B	Bim-Bfl-1	ABCB1 inh	RGS7-Gao	Bim-Bcl-W	Bcl-XL Bim block	GSH fluor	RGS4-Gao reg	Bim-Bcl-2	ABCG2 block	RGS8-Gao
1	COc1ccc(C(=O)Nc2cnn(Cc3ccc(Cl)cc3)c2)cc1OC	-6	-2	2.5	110	-3	-8	8	101	-6	4	110
2	O=C(CSc1oc(-c2cccs2)nc1S(=O)(=O)c1ccccc1)NC1CCCCC1	0	-3	5.7	99	-1	-1	23	99	-3	13	100
3	COc1cc(OC)c(C(=O)OCC(=O)NCCc2ccccc2)cc1OC	1	1	0.5	?	-1	0	15	97	0	11	100
4	O=C(NCc1ccncc1)c1ccc(Br)o1	2	0	0.2	84	4	2	10	77	0	1	90
5	O=C(COC(=O)c1c2c(nc3ccccc13)CCCCC2)NCc1ccc2c(c1)OCO2	-16	-5	12	100	-9	-17	19	100	-10	8	100
6	Cc1ccc(SCC(=O)Nc2ccc(-c3nnc(-c4ccco4)o3)cc2)cc1	-4	-10	-0.2	96	3	-9	56	94	-2	-1	98
7	Cc1ccc(Oc2ncnc(N)c2[N+](=O)[O-])cc1C	-5	-6	0.3	100	-5	-7	11	102	-6	33	103
8	CCOc1c(Br)cc(/C=N\NC(=O)c2ccccc2)cc1OC	1	0	0.0	104	2	0	6	102	5	6	101
9	CCOC(=O)c1ccc(-c2cccc(C(F)(F)F)c2)nc1C	-1	-1	0.8	100	-2	0	18	101	-1	8	98
10	Cc1ccc(NCc2n[nH]c(=S)n2Cc2ccccc2)cc1Cl	-10	-5	-0.8	167*[activator]	-5	-5	11	111	-3	-2	98
11	CC(=O)NCCNc1ccc([N+](=O)[O-])cc1C#N	-6	-6	0.6	?	2	1	14	99	-1	6	101
12	CC(CCc1ccccc1)NC(=O)COC(=O)C1=COCCO1 (stereo not drawn)	-7	-18	0.8	98	-2	-4	20	98	-7	9	101
13	CCOC(=O)c1ccccc1NC(=O)Cn1cnc2c(cnn2C(C)(C)C)c1=O	-7	-6	0.0	99	-2	-5	13	101	-7	0	101
14	CCOC(=O)c1c(NC(=O)c2noc(C)c2[N+](=O)[O-])sc(C(C)=O)c1C	-15	-3	1.9	102	-1	-5	16	100	-7	9	101
15	Cc1nn(C)c(C(=O)NNC(=S)NCc2ccco2)c1Br	-38	2	0.3	103	-7	-7	12	103	-6	5	103
16	COc1ccc(OCC(=O)N/N=C/C2CC=CCC2)cc1 (stereo not drawn)	0	-3	-0.6	104	-2	0	14	108	1	11	103
17	CN(CC(=O)N1CCN(c2ccccc2)CC1)S(=O)(=O)c1cnc[nH]1	0	-3	-0.1	95	-1	1	52	96	0	0	102
18	CCN(CC)C(=O)CSc1nc2ccsc2c(=O)n1CCCC(=O)NCCc1ccc(S(N)(=O)=O)cc1	-2	-3	0.1	104	0	0	12	92	1	0	97
19	CCc1ccc(Cn2nnc(C(=O)Nc3ccc(OC)cc3OC)c2N)cc1	-2	-3	0.2	104	-1	0	18	106	0	3	100
20	O=C(C1=C[C@H](c2csc3ccccc23)C[C@H](OCCCCO)O1)N1CCOCC1	-1	-3	1.1	96	-3	0	17	96	-1	8	98
21	C=CCOc1ccc(CNn2cn[nH]c2=S)cc1OCC	-23	8	-0.1	109	0	-2	10	100	-2	2	98
22	CCCCCCCCCCCCCCCCn1cc[n+](CC(C)=O)c1	-8	-3	-0.2	138	0	-1	19	108	2	-1	103
23	Cc1nc(-c2ccccc2)nc2[nH]ccc(=O)c12	0	-2	0.1	98	0	0	23	99	-1	2	102
24	COc1ccc(S(=O)(=O)/N=C2/C=CC(=O)C(C)=C2C)cc1	-5	-5	0.6	100	2	0	8	103	-1	1	104
25	Nc1cc(=O)[nH]c(SCC(=O)N2CCN(S(=O)(=O)c3ccc4ccccc4c3)CC2)n1	0	3	1.0	106	-1	0	14	105	1	2	103
26	Cc1ccc(SCCN2C(=O)NC(C)(C)C2=O)cc1	0	-7	0.4	98	2	0	23	99	-1	1	101
27	CS(=O)(=O)c1ccc(Cl)c(NC(=O)CCc2ccccc2)c1	-6	-6	0.5	101	2	-3	10	99	-1	5	104
28	CCOC(=O)CCCCC(=O)c1[nH]c(=O)[nH]c1CSc1nc(-c2ccccc2)c(C#N)c(=O)[nH]1	-8	-13	0.9	104	-1	-6	23	100	-12	1	102
29	CCn1nnc(-c2ccc(N)cc2)n1	4	4	1.1	102	1	5	19	100	3	5	104
30	C=CCO/N=C(/C)c1ccc(Oc2cnccn2)cc1	0	0	1.5	?	0	1	16	104	-1	9	101
31	CCCCOCC1CN(c2ccccc2)C(=O)CS1 (stereo not drawn)	-1	0	1.2	97	0	-1	13	97	-2	7	99
32	COc1ccnc(CSC(N)=Nc2ccc(F)cc2)c1	-2	-5	0.6	99	-3	-3	16	97	4	1	101
33	COc1ccccc1OCCC(=O)OCCN1C(=O)c2ccccc2C1=O	-3	0	0.5	97	0	0	19	98	1	1	100
34	O=C1NC(c2ccc(-c3ccccc3[N+](=O)[O-])o2)C(C(=O)c2ccc(Cl)cc2)C(O)(C(F)(F)F)N1 (stereo not drawn)	-15	-9	1.3	95	-1	-5	16	102	-11	15	98
35	O=c1c2c([nH]c3ccccc13)CCCC2	0	-4	0.5	96	-4	-4	62	96	-4	2	100
36	O=C(CSc1nc2ccc(Cl)cc2[nH]1)c1c[nH]c2ccccc12	-7	-5	-0.3	?	-3	-1	19	102	-5	-1	102
37	CCCCCCc1cc2cc(S(=O)(=O)c3ccc(F)c(Cl)c3)c(=O)oc2cc1O	9	7	-0.3	101	3	5	10	98	6	0	103
38	Cc1ccc(OCC(O)CNS(=O)(=O)c2ccccc2C(=O)O)cc1 (stereo not drawn)	-3	-3	1.7	100	-2	-3	10	103	-2	5	102
39	NS(=O)(=O)c1ccc(CCNC(=O)c2ccco2)cc1	-1	4	-0.2	101	2	0	12	101	3	-3	103
40	CCC(C)(C(=O)NC1CCCC1)N(C(=O)c1ccccn1)c1ccccc1 (stereo not drawn)	-7	-12	0.4	93	3	0	4	96	-1	1	97
41	CN(/C=C/c1c([N+](=O)[O-])c(=O)n(C)c(=O)n1C)c1ccccc1	-1	-3	1.7	98	-3	0	12	98	-3	9	97
42	CCC1CCc2c(sc(N)c2C(N)=O)C1 (stereo not drawn)	-30	8	0.1	111	-5	-10	30	94	-8	1	96
43	O=C(c1cc2nc(-c3ccco3)cc(C(F)(F)F)n2n1)N1CCCc2ccccc21	-5	-13	0.8	96	0	2	34	100	-13	4	102
44	COc1ccccc1CNC(=O)CSc1nnc2ccc(-c3cccnc3)nn12	-3	-1	0.6	?	-2	-2	11	104	0	4	101
45	O=C(COC(=O)c1cc(=O)[nH]c2ccc(Br)cc12)c1ccccc1	-4	-5	0.0	104	-4	-4	12	103	-1	0	113
46	COc1ccc(/C=N/NC(=O)C2(O)c3ccccc3-c3ccccc32)cc1	-15	-10	0.1	100	-3	-7	16	99	-12	0	101
47	CCSc1nc2ccccc2n1C(=O)c1ccc(S(=O)(=O)N2CCCCCC2)cc1	2	1	0.8	104	2	9	13	102	2	19	99
48	Cc1c(C(=O)NC(C)c2ccccc2)c(-c2ccccc2)nn1-c1ccccc1 (stereo not drawn)	-7	-9	0.4	99	0	-4	25	101	-6	1	101
49	CCOC(=O)c1cc2nc(Nc3ccc(OC)cc3)sc2s1	-8	-3	-0.1	95	2	-1	28	98	-4	1	101
50	COc1ccc(C2(C(=O)NC(C)C)CCCC2)cc1OC	-7	-13	0.3	90	-1	9	39	98	-9	1	100

More structures follow.
no.	canonical_smiles	Bim-Bcl-B	Bim-Bfl-1	ABCB1 inh	RGS7-Gao	Bim-Bcl-W	Bcl-XL Bim block	GSH fluor	RGS4-Gao reg	Bim-Bcl-2	ABCG2 block	RGS8-Gao
51	COc1ccc(C(c2nnnn2CC2CCCO2)N2CCN(c3ccc(F)cc3)CC2)cc1 (stereo not drawn)	-14	-17	1.7	98	-3	-8	26	101	-15	6	98
52	CC(=O)c1cccc(N(C(=O)Cn2nnc3ccccc32)C(C(=O)NCc2ccccc2)c2ccccn2)c1 (stereo not drawn)	-9	-16	0.2	100	-5	-4	11	103	-12	1	101
53	COC(=O)c1ccc(COc2nc(C)cc(C)c2C#N)o1	-7	-10	-0.7	103	1	-7	42	102	-7	8	100
54	O=C(NCCN1CCN(Cc2ccccc2)CC1)c1cc2c(=O)[nH]c3ccccc3c2s1	-4	-14	0.2	94	1	-1	23	95	-8	7	94

Source: PubChem (NMMLSC)
